# High-throughput results from PubChem BioAssay.
# S100A4 inh HTS: blocks human S100A4 binding to myosin IIA peptide; P26447; S100A4/TAMRA-MyoIIA peptide fluorescence polarization; inhibition, % at 10.7 µM; actives 0.14% (n = 360,000); AID 652163;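 active = mean inhibition of at least 70% across replicates, with every replicate also reaching that level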
# Target sequence (P26447 whole entry, looked up): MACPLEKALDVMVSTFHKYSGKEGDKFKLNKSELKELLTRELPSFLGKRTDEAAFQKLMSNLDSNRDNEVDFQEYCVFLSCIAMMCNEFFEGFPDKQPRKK
#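 Material: S100A4 monomer (human). Medium: Calcium-containing HEPES buffer, pH 7.2. Probe or stimulus: labelled myosin peptide probe, 5 nM. Compound dosing: one concentration per compound. Timing: polarization read 5 min after assay mix addition, stable 5–60 min. Benchmarks: DMSO as neutral control, TFP as positive control.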
# LGR2 inh: blocks bursicon-induced cAMP signaling via Drosophila LGR2; HEK293 LGR2, CRE-luciferase, bursicon-stimulated, 4 h; inhibition, % at 9.99 µM; actives 0.35% (n = 380,000);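 active = drop in luminescence signal, shown as inhibition above about 50% in the replicate tests, limit read from the data, passing the limit was not always enough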;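 also: agonist challenge used bursicon conditioned medium at about half maximal strength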
# PAX8 inh HTS: PAX8 transcriptional activity inhibition; RMG-I TPO-luciferase reporter, SteadyGlo, 24 h; inhibition, % at 12.6 µM; actives 1.2% (n = 360,000); AID 652154;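 active = mean replicate inhibition at least 60% with every replicate also reaching 60%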;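 also: luciferase light reporting Pax8 driven TPO promoter activity; plate controls were median of neutral control wells for no effect and mitoxantrone controls for full effect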
# ERAP1 HTS inh: ERAP1 (human) enzyme inhibition; Q9NZ08; recombinant ERAP1, Leu-AMC fluorescence, 60 min; inhibition, % at 10.7 µM; actives 0.15% (n = 340,000);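 active = mean replicate inhibition of at least 30%, or all replicates individually reaching that 30% level; inactive = mean below 30% and not every replicate reaching it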;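 also: 0% = neutral control wells and 100% = L-leucinethiol positive control wells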
# Target sequence (Q9NZ08 whole entry, looked up): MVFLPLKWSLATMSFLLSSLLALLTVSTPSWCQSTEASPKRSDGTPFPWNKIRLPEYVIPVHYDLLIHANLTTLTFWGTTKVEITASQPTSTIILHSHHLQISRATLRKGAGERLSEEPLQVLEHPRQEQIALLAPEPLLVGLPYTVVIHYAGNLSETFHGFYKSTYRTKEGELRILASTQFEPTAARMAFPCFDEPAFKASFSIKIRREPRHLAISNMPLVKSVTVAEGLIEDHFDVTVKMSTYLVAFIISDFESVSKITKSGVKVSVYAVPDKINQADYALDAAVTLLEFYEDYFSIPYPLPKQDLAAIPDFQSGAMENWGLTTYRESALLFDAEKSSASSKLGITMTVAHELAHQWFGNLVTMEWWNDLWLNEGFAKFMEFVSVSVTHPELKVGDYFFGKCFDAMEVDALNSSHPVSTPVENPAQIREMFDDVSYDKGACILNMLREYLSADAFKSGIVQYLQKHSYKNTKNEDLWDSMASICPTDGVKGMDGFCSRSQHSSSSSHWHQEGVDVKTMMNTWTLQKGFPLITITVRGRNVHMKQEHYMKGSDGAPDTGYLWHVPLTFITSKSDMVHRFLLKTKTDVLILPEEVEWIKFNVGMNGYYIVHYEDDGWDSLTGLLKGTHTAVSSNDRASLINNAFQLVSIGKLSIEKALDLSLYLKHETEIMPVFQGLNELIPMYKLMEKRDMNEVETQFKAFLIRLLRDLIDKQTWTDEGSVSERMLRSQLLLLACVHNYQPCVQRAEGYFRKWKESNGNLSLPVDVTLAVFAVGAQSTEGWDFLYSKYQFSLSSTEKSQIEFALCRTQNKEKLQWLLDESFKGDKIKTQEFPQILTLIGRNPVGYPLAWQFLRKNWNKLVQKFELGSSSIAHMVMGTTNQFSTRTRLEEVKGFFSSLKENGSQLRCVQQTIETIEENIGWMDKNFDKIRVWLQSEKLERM
# EWS-Fli block: inhibitors of EWS/Fli oncoprotein transcriptional activity; A673 NR0B1-luciferase reporter, viability-normalised; inhibition, % at 12.6 µM; actives 0.67% (n = 350,000);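 active = mean inhibition of at least 50% after viability correction, with every replicate also passing that limit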;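 also: firefly luciferase signal divided by Alamar Blue viability fluorescence both relative to DMSO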
# PGC1a acetyl inh: modulators of PGC1a acetylation. U2OS PGC1a acetylation, AlphaScreen anti-acetyl-lysine; with virally co-expressed GCN5 acetyltransferase. inhibition, % at 15.6 µM. actives 0.17% (n = 350,000). AID 651687;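 active = every replicate shows inhibition of at least 40%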;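 also: 0% = neutral control wells and 100% = positive control wells; some results beyond the cut were filed as inactive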
# PglD inh: blocks C. jejuni PglD acetyltransferase activity | purified PglD enzyme, DTNB colorimetric CoA detection | inhibition, % at 12.5 µM | actives 0.098% (n = 360,000) | AID 602405; in the data active = inhibition above about 16%, passing the limit was not always enough; also: strong numbers were not always called active
# FN deposition inh: fibronectin deposition inhibition; AID 743247; AH1F fibroblasts, Alexa488-fibronectin deposition fluorescence, overnight; actives 0.086% (n = 350,000); inhibition, % at 12.6 µM;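 active = mean inhibition across replicates of 30% or more, regardless of how many single replicates reach that level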;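 also: positive control wells lacked labelled fibronectin entirely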
#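 Material: AH1F fibroblasts assembling fluorescent fibronectin matrix; amount: 10000 AH1F cells/well; medium: DMEM, 2% serum; reagent: Alexa488-fibronectin, 24 nM final in well; dosing: single compound dose, delivered by pin transfer; incubation: 1 h adhesion, overnight exposure; detection: fluorescence after three HBSS washes, excitation 485 nm, emission 525 nm; measure: fibronectin deposition inhibition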
# * = called active by the depositor; . = not tested or not shown.
smiles	S100A4 inh HTS	LGR2 inh	PAX8 inh HTS	ERAP1 HTS inh	EWS-Fli block	PGC1a acetyl inh	PglD inh	FN deposition inh
CCOc1ccc(CCN2C(=O)C(=O)N([C@@H](CC(C)C)CN3CCC[C@H]3CN3C(=O)C(=O)NC[C@@H]3CC(C)C)C[C@@H]2Cc2ccc(O)cc2)cc1	1	-3	9	2	2	.	.	-9
COC(=O)[C@@]12C[C@@H](CC(=O)N3CCOCC3)C(=O)N(Cc3ccc4c(c3)OCO4)C1=CCC(C)(C)C2	-1	0	-25	-3	7	.	.	-3
Cc1nn2c(-c3ccccc3)ccnc2c1Br	0	-15	-3	6	-7	3	2	1
Cn1cnc(S(=O)(=O)N[C@@H]2C=C[C@@H](CC(=O)N3CCN(c4ccccc4)CC3)O[C@H]2CO)c1	3	10	.	-2	.	-1	-1	3
COc1cccc(-c2ccc3n(c2=O)C[C@H]2[C@H](CO)[C@@H](C(=O)NC4Cc5ccccc5C4)N[C@@H]32)c1	45	7	.	3	5	.	0	6
O=C1CC2c3cc(Br)ccc3CCN2C(=O)CN1Cc1ccccc1 (centres undefined)	12	4	-8	2	-3	.	.	-5
Nc1ncc(Br)cc1S(=O)(=O)NCCC(=O)N1CCN(c2ccccn2)CC1	1	9	33	1	-2	6	1	3
CC1CCCCN1C(=O)CCS(=O)(=O)c1cc2c(cc1Cl)NC(=O)CO2 (centres undefined)	-1	0	8	2	2	-6	-1	-1
CC(=O)Nc1ccc(S(=O)(=O)N2CCN(c3cc(C)ccc3C)CC2)cc1	7	5	-18	4	6	-5	6	3
CN(C)CCN1C(=O)C2C3C=CC(C3)C2C1=O (centres undefined)	-3	-4	-15	-3	2	.	.	13
C#CCN(Cc1ccco1)C(=O)c1nnc2c3cc(OC)ccc3n(S(=O)(=O)c3ccc(OC)cc3)c2n1	-7	-12	13	-2	12	.	.	0
COCC(=O)Nc1ccc2c(c1)[C@H]1C[C@@H](CC(=O)NCc3ccccn3)O[C@@H](CO)[C@H]1O2	4	-4	-17	4	8	-6	6	10
CCCCCCCCN1C(=O)[C@H](CC(=O)NCCCCc2ccccc2)C[C@@]2(C(=O)OCC)CCCC=C12	13	38	15	-2	12	.	.	6
CC(C)NC(=O)Nc1ccc2c(c1)C(=O)N([C@H](C)CO)C[C@@H](C)[C@H](CN(C)S(=O)(=O)c1cccs1)OCCCC[C@H](C)O2	-41	4	6	1	-3	-5	5	-1
C[C@@H]1CN([C@@H](C)CO)C(=O)c2cc(NC(=O)Nc3ccc4c(c3)OCO4)ccc2O[C@@H](C)CCCCO[C@H]1CN(C)Cc1ccc(C(=O)O)cc1	-37	-18	-5	-1	-8	-4	0	.
Brc1ccc2nc(C3CCCCC3)c(Cc3ccccc3)n2c1	-13	-28	-6	0	-6	5	1	-11
COc1ccc(NC(=O)N(C)C[C@H]2Oc3c(NC(=O)c4ccncc4)cccc3C(=O)N([C@H](C)CO)C[C@H]2C)cc1	15	-2	-17	0	-3	20	1	-1
CCN(CC(=O)Nc1c(F)cccc1F)C(=O)CCCc1c[nH]c2ccccc12	-1	7	1	0	.	9	-7	3
O=C(c1cc2ccccc2o1)N1CCOCC1	0	7	5	0	-9	.	-1	.
CCN(C(=O)COC(=O)c1ccccc1NCc1ccco1)c1c(N)n(Cc2ccccc2)c(=O)[nH]c1=O	-4	2	-20	-4	-7	0	-4	.
C[C@@H]1CC[C@@]2(O[C@@H](CCO)C[C@H](O)[C@H]2O)O1	.	-6	-10	.	-6	.	-1	4
Cc1noc(C)c1NC(=O)Nc1ccc2c(c1)CC(=O)N([C@@H](C)CO)C[C@@H](C)[C@@H](CN(C)S(=O)(=O)c1c(C)noc1C)O2	7	0	-15	-1	5	4	1	-9
C[C@H](NC(=O)C[C@H]1CC[C@@H]2[C@H](COC[C@@H](O)CN2C(=O)Nc2cccc(Cl)c2)O1)c1ccccc1	2	6	12	3	-4	11	0	3
CC(=O)NC(CCS(C)(=O)=O)C(=O)Nc1cc(C)on1 (centres undefined)	-1	.	11	-6	-12	.	4	0
COc1ccc(C(CNC(=O)C(CCSC)NC(=O)c2ccccc2Cl)N2CCCCC2)cc1 (centres undefined)	1	-2	-11	-3	-8	1	2	-2
CN1C(=O)c2cc(NC(=O)C3CC3)ccc2OC[C@H]2O[C@H](CC(=O)O)CC[C@H]21	-2	-2	.	-5	-18	8	.	-4
COc1ccc(CNC(=O)C(C)OC(=O)CCN2C(=O)C3CC=CCC3C2=O)cc1 (centres undefined)	1	2	-5	2	3	-2	0	5
CNC[C@H]1OCCCC[C@H](C)Oc2ccc(NC(=O)CCC(F)(F)F)cc2C(=O)N([C@H](C)CO)C[C@@H]1C	.	-11	-1	.	-2	6	.	.
O=C(COC(=O)c1ncc(Cl)c(Cl)c1Cl)NNC(=O)c1ccccc1	-3	-1	-1	-1	4	-3	6	-5
CCCC(=O)Nc1ccc2nc(SCC(=O)N3CCCC3)sc2c1	4	.	14	2	-10	.	.	2
COc1ccc(S(=O)(=O)N2CCc3ccccc32)cc1C(=O)NCC(c1ccco1)N1CCCC1 (centres undefined)	-3	.	14	0	3	-7	3	-2
Cc1ccccc1CC1SC(N=C(N)N)=NC1=O (centres undefined)	-1	1	3	3	-4	2	4	0
CCc1nnc(NC(=O)Nc2ccc(Cl)cc2)s1	-1	-56	-113	-2	-77	.	.	0
COc1ccc(CN(C)C[C@@H]2Oc3c(NC(=O)c4ccc(-c5nccs5)cc4)cccc3C(=O)N([C@H](C)CO)C[C@H]2C)cc1	-30	24	11	1	4	-4	0	.
CC(C)Cn1c(N)c(C(=O)COC(=O)c2ccccc2C(=O)c2ccccc2)c(=O)n(C)c1=O	-2	19	28	4	17	-37	2	-5
CN(C)S(=O)(=O)c1ccc(Cl)c(C(=O)Nc2ccc(S(=O)(=O)N3CCOCC3)cc2)c1	13	11	2	1	22	5	4	2
O=C(Nc1ccc(O)c2c(=O)cc(-c3cccc(Cl)c3)oc12)c1cccc(Cl)c1	-4	15	1	-4	-10	4	6	-5
Cc1ccc(C)c(S(=O)(=O)NCCOC(=O)Nc2sc(=S)n(C)c2C)c1	-4	8	.	-2	9	-5	-3	.
CCOC(=O)C(CC)c1cc2n(c(=O)c1C#N)CCC21OCCO1 (centres undefined)	0	31	-4	5	9	.	.	8
C[C@@H]1CN([C@H](C)CO)C(=O)c2cc(NS(=O)(=O)c3cccs3)ccc2O[C@@H]1CN(C)C(=O)Nc1ccc2c(c1)OCO2	4	-9	.	-1	-3	7	12	-7

# Record cards, as listed above.
# Shown for `CN1C(=O)c2cc(NC(=O)C3CC3)ccc2OC[C@H]2O[C@H](CC(=O)O)CC[C@H]21` : S100A4 inh HTS: -2; LGR2 inh: -2; PAX8 inh HTS: .; ERAP1 HTS inh: -5; EWS-Fli block: -18; PGC1a acetyl inh: 8; PglD inh: .; FN deposition inh: -4
# Shown for `Cc1ccccc1CC1SC(N=C(N)N)=NC1=O` (centres undefined) : S100A4 inh HTS: -1; LGR2 inh: 1; PAX8 inh HTS: 3; ERAP1 HTS inh: 3; EWS-Fli block: -4; PGC1a acetyl inh: 2; PglD inh: 4; FN deposition inh: 0

# The list goes on.
smiles	S100A4 inh HTS	LGR2 inh	PAX8 inh HTS	ERAP1 HTS inh	EWS-Fli block	PGC1a acetyl inh	PglD inh	FN deposition inh
CC(=O)Nc1cccc(NC(=O)CSc2ccc(-c3cccnc3)nn2)c1	-13	-5	12	-3	-2	-2	.	3
CC(C)c1ccc(S(=O)(=O)N2CCC(C(=O)N3CCN(c4cccc(Cl)c4)CC3)CC2)cc1	-15	5	-6	2	-3	-24	0	-3
O=C(O)c1cccc(CN2C(=O)S/C(=C/c3cccc([N+](=O)[O-])c3)C2=O)c1	2	2	22	4	21	-12	.	-4
Cc1ccc(N(C(=O)c2csnn2)C(C(=O)NC2CCCC2)c2ccccn2)c(C)c1 (centres undefined)	27	2	13	-1	.	.	1	7
C[C@@H]1CCCCO[C@H](CN(C)Cc2ccncc2)[C@H](C)CN([C@H](C)CO)C(=O)c2cc(NC(=O)Cc3ccccc3)ccc2O1	-3	22	6	1	-4	10	-1	4
Cc1cc(C)c[n+](CC(=O)c2ccccc2)c1	0	18	-11	-1	7	14	-5	-2
CCCC#Cc1cnc2c(c1)C(=O)N([C@@H](C)CO)C[C@@H](C)[C@@H](CN(C)C(=O)CN1CCOCC1)O2	.	-16	.	.	-7	2	0	-2
CCNC(=O)C(=O)Nc1ccc2c(c1)N(S(=O)(=O)c1cccs1)CCC2	0	1	21	-5	-9	.	-3	3
CC1CCc2c(sc3ncnc(SC(C)C(=O)NCC4CCCO4)c23)C1 (centres undefined)	-7	-6	-9	2	0	-10	.	1
C[C@@H]1CN([C@@H](C)CO)C(=O)c2c(c3ccccc3n2C)-c2ccccc2CO[C@@H]1CN(C)Cc1ccc(F)cc1	2	20	28	-3	-5	-28	.	-2
CC(=O)N1[C@@H]2c3ccc(-c4ccccc4)c(=O)n3C[C@H]1[C@H](CO)[C@H]2C(=O)N1CCCCC1	-4	-10	-2	1	1	-12	-3	.
O=C(CSc1nc2sccc2c(=O)[nH]1)N1CCN(c2ccccc2)CC1	-3	3	-22	9	.	.	-13	3
COc1ccccc1-n1ccnc(SCC(=O)NC2CCCCC2)c1=O	1	-20	-13	-3	-6	.	-3	-6
O=[N+]([O-])c1ccccc1SN(Cc1ccccc1)c1ccccn1	-2	8	10	0	-3	.	.	6
NS(=O)(=O)c1ccc(CCNc2ccn3nc(-c4ccccc4)cc3n2)cc1	-8	-15	-39	16	-70	.	2	-12
COc1ccc(C(=O)N/C(=C/c2cccs2)C(=O)N2CCN(C)CC2)cc1	-7	-2	10	-3	-11	.	1	6
CCOC(=O)/C(=N/Nc1ccccc1)Sc1nnc(CCc2ccccc2)n1-c1ccccc1	-5	5	19	1	7	.	.	-26
C1CNC(C23CC4CC(CC(C4)C2)C3)=N1	4	-9	7	-3	-27	-7	1	.
Cc1nc(-c2ccc([N+](=O)[O-])cc2)sc1C(=O)O	-1	-22	-89	4	-21	-14	-1	-6
Cc1cc2ncn(/N=C/c3cccnc3)c2cc1C	.	.	-23	.	.	-11	9	6
Cc1cccc(-c2ccc([C@@H]3[C@@H](CO)N4CCCCN(S(=O)(=O)c5cccc(C)c5)C[C@H]34)cc2)c1	4	20	-6	0	9	6	-3	.
O=C(Nc1ccc2c(c1)OCO2)N[C@@H]1CC[C@H](CC(=O)N2CCN(c3ccccc3)CC2)O[C@@H]1CO	2	-9	-6	0	-1	9	-2	20
COc1cc(OC)c2c(C)cc(=O)oc2c1C(CCN1CCN(c2ccccc2)CC1)c1ccc2c(c1)OCO2 (centres undefined)	-4	47	26	-3	3	-11	-1	5
O=C1c2[nH]nc(-c3ccccc3)c2C(c2ccc(F)cc2)N1Cc1ccccc1 (centres undefined)	1	17	8	-2	-8	.	.	-4
COc1ccc(C(=O)COC(=O)C2CCC(=O)N2)cc1 (centres undefined)	1	-4	-50	1	-5	.	.	-4
CN(C)C(=O)c1cccc(-c2ccc3c(c2)[C@@H]2[C@@H](CCN2S(=O)(=O)c2ccccc2)[C@@H](CO)N3)c1	10	-9	10	-1	8	-5	-1	15
CCCCCCCCCCOC(=O)Cn1c(COc2ccccc2C)[n+](C)c2ccccc21	-5	17	.	33*	.	.	-2	.
